Screening results: PubChem, several laboratories
RTF Ca sens act: increases calcium sensitivity of human cardiac regulated thin filaments; P19429+P45379; IANBD-labeled TnC RTF fluorescence at EC20 calcium; 0% EC20 calcium, 100% full calcium; activation, % at 7.2 µM; actives 0.24% (n = 340,000); AID 493008;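 active = activation above the mean over all tested compounds plus 3 SD, cut at about 30% in these data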;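 note: rise in fluorescence read as greater calcium sensitivity of cardiac thin filaments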
CAL PDZ FP-1: blocks peptide binding to the human CAL PDZ domain; purified CAL PDZ, TMR-peptide fluorescence polarization, 1 h; AID 602252; inhibition, % at 24.9 µM; actives 0.92% (n = 300,000); Q9HD26;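 active = mean inhibition of at least 30% with at least half of replicates also reaching 30%; inconclusive = no clear call, values can overlap the other calls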;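 note: 0% = DMSO neutral control and 100% = excess unlabeled competitor peptide PRC23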
MITF act: activators of MITF-driven TRPM1 promoter activity in SK-MEL-5 cells; SK-MEL-5 TRPM1-promoter luciferase, 24 h; % of positive control, neutral wells = 0; activation, % at 12.5 µM; actives 0.75% (n = 300,000);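 active = mean activation of at least 80% with every replicate also reaching 80%; inconclusive = mean reaches 80% but some replicate falls short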;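 note: 0% = neutral control wells and 100% = parthenolide positive control wells; values of inactives mirror those of a sister screen read the other way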
Tat transport: blocks Tat-dependent protein export in E. coli | actives 0.036% (n = 340,000) | AID 488895 | inhibition, % at 10 µM | E. coli MC4100 TorA-mCherry Tat export, fluorescence;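 active = mean replicate inhibition at least 50% and at least half of replicates individually reaching 50%; inconclusive = only one of the two criteria met; inactive = neither criterion met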;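 note: exported cargo escapes ClpAP degradation while cytoplasmic cargo is degraded and loses fluorescence; 0% = median of neutral control wells and 100% = median of NaSCN control wells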
CDK5 p35 inh: CDK5/p35 (human) kinase inhibition. Q00535+Q15078. Recombinant CDK5/p35, ADP-Glo luminescence, 60 min. inhibition, % at 10 µM. actives 0.01% (n = 330,000);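 active = highest replicate inhibition of at least 50% and at least 75% of replicates reaching 50%; inconclusive = only one of the two criteria met; inactive = both criteria failed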;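 note: plate controls were DMSO neutral control for no effect and GW8510 at 10 µM for full effect; many of its hits are not listed in these tables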
Target sequence (Q00535 whole entry, looked up): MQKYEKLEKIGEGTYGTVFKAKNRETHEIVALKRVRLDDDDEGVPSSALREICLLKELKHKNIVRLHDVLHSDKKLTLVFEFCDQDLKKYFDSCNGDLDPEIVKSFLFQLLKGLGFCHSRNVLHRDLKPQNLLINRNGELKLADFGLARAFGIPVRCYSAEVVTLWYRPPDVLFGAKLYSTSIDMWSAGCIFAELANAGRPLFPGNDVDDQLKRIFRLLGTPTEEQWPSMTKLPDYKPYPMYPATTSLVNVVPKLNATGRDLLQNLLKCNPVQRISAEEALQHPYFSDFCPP
Target sequence (Q15078 whole entry, looked up): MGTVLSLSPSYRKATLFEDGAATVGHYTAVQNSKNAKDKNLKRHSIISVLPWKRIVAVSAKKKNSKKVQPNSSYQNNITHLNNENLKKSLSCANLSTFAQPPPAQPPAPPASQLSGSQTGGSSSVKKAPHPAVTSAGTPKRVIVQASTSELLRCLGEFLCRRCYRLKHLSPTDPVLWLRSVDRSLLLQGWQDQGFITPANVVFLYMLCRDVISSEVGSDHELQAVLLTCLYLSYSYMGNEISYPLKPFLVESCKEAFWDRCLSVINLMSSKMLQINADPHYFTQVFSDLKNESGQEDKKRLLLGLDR
CAL PDZ FP-2: human CAL PDZ-peptide interaction inhibition; actives 0.02% (n = 330,000); purified CAL PDZ, TMR-peptide fluorescence polarization, 1 h; inhibition, % at 20 µM; AID 504414; Q9HD26;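 active = highest replicate inhibition of at least 40%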;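 note: plate controls were DMSO neutral control wells for no effect and unlabeled competitor peptide control wells for full effect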
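Material: tagged CAL PDZ protein CerCALP, purified; buffer or medium: sodium phosphate/NaCl buffer pH 7.4 with TCEP, IgG, Thesit; also added: fluorescent TMR peptide probe; schedule: 1 h incubation at room temperature before polarization reading; technique: fluorescence polarization from S- and P-plane intensities, G-factor corrected; control set: unlabelled peptide and DMSO controls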
Rtt109 HAT inh: C. albicans Rtt109 histone acetyltransferase inhibition; AID 540336; inhibition, % at 34.9 µM; actives 0.16% (n = 330,000); purified Rtt109/Vps75, ThioGlo CoA-SH fluorescence, 4 h;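 active = inhibition of at least 50% in every replicate; inconclusive = best replicate reaches 50% inhibition but some replicates fall short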
Target sequence (Q5AAJ8 whole entry, looked up): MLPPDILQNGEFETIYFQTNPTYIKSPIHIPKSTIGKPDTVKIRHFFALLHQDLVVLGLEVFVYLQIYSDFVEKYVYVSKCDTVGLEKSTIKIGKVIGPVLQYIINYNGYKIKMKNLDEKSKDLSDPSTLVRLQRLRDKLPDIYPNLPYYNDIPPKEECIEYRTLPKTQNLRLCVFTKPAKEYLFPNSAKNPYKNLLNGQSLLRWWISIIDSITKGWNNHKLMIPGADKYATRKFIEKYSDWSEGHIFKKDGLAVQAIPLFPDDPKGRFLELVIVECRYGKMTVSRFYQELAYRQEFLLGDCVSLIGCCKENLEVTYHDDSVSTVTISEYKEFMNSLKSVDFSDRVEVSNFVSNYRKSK
Wnt bcat act: activates Wnt/beta-catenin signaling in a reporter cell assay. activator, plate reader. activation, % at 9.35 µM. actives 1.2% (n = 300,000). AID 743398; in the data active = activation above about 30%, passing the limit was not always enough; inconclusive = no clear call, values can overlap the other calls;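 note: 0% = neutral control wells and 100% = positive control wells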
V-ATPase pH: alters yeast V-ATPase proton transport; AID 504577; S. cerevisiae, pHLuorin cytosolic pH fluorescence; response, % at 10 µM; actives 0.37% (n = 350,000); in the data active = response mostly above about 7.3%, no sharp cut-off; inactive = mostly below about 5.4%; note: actives read high; inactives centre near 0; some compounds called inactive have numbers as strong as hits
dFosB act: mouse delta FosB homodimer activation; actives 0.99% (n = 340,000); activation, % at 25 µM; P13346; AID 493131; purified delta FosB, TAMRA-CDK5 oligo fluorescence polarization; percent of positive-control signal above neutral wells;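 active = mean activation above about 17%, with every replicate also reaching it, limit read from the data, passing the limit was not always enough; inconclusive = only one of the two conditions met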;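 note: fluorescence polarization rise as delta FosB binds a TAMRA Cdk5 AP-1 oligo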
The depositor's hits bear a star; ? = inconclusive; · = no result given.

no.	CDK5 p35 inh	dFosB act	MITF act	Wnt bcat act	V-ATPase pH	RTF Ca sens act	Rtt109 HAT inh	CAL PDZ FP-1	Tat transport	CAL PDZ FP-2	Molecule
1	0.2	-10	0	0	-3	4	-4	-4	-4	-1.7	N#CC1(NC(=O)CSc2nc3ncc(Cl)cc3[nH]2)CCCCC1
2	-0.2	3	-9	-2	-3	1	-12	-3	-3	-2.1	O=C(C1CCCO1)N1CCN(C(=S)Nc2ccc(F)cc2)CC1 (stereo unspecified)
3	-1.6	-14	·	2	3	2	33	-3	10	-0.5	COC(=O)C1C(=O)C2=C(CC1C)NC(C)=C(C(=O)OC1CCCC1)C2c1ccc(N(C)C)cc1 (stereo unspecified)
4	-0.6	-6	9	-1	3	5	-10	0	-1	-1.2	CCN(CC)S(=O)(=O)c1ccc(NS(=O)(=O)c2ccc(OC)c([N+](=O)[O-])c2)cc1
5	1.4	0	1	1	-2	2	1	·	-3	0.2	CCOC(=O)c1ccc(Oc2cc(C)nc(Cl)n2)cc1
6	-2.6	-8	-2	-1	-2	-3	7	-4	-8	0.2	CN(C(=O)c1cccc(NC(=O)Cc2ccc(NC(=O)C3CCN(S(=O)(=O)c4cccc([N+](=O)[O-])c4)CC3)cc2)c1)C1CCC1
7	1.1	-19	1	61*	-1	5	-12	-3	-2	-2.8	Cn1c(NC(=O)/C=C/c2ccccc2)cc(=O)n(C)c1=O
8	0.6	4	·	-2	3	0	6	-9	0	-0.1	Cc1cccc(NC(=S)NC(=O)C(c2ccccc2)c2ccccc2)n1
9	1.0	-3	-13	0	-5	10	7	1	-1	-2.7	COCCN(C(=S)Nc1cccc(C)c1)C(C)c1cccs1 (stereo unspecified)
10	-1.8	2	23	6	0	0	0	·	-11	-1.1	Cc1ccc(COc2ccc(C(=O)NN)cc2)cc1
11	-0.6	-8	1	8	-2	7	13	·	10	-0.8	C=CCn1c(SCC(=O)Nc2cccnc2Cl)nnc1-c1ccc(C(C)(C)C)cc1
12	0.2	5	7	-2	-1	-14	·	11	-11	-0.4	Cc1sc2ncnc(N3CCC(C(=O)Nc4nnc(SCc5ccccc5F)s4)CC3)c2c1C

Reprinted, compounds 2–8
no.	CDK5 p35 inh	dFosB act	MITF act	Wnt bcat act	V-ATPase pH	RTF Ca sens act	Rtt109 HAT inh	CAL PDZ FP-1	Tat transport	CAL PDZ FP-2	Molecule
2	-0.2	3	-9	-2	-3	1	-12	-3	-3	-2.1	O=C(C1CCCO1)N1CCN(C(=S)Nc2ccc(F)cc2)CC1 (stereo unspecified)
3	-1.6	-14	·	2	3	2	33	-3	10	-0.5	COC(=O)C1C(=O)C2=C(CC1C)NC(C)=C(C(=O)OC1CCCC1)C2c1ccc(N(C)C)cc1 (stereo unspecified)
4	-0.6	-6	9	-1	3	5	-10	0	-1	-1.2	CCN(CC)S(=O)(=O)c1ccc(NS(=O)(=O)c2ccc(OC)c([N+](=O)[O-])c2)cc1
5	1.4	0	1	1	-2	2	1	·	-3	0.2	CCOC(=O)c1ccc(Oc2cc(C)nc(Cl)n2)cc1
6	-2.6	-8	-2	-1	-2	-3	7	-4	-8	0.2	CN(C(=O)c1cccc(NC(=O)Cc2ccc(NC(=O)C3CCN(S(=O)(=O)c4cccc([N+](=O)[O-])c4)CC3)cc2)c1)C1CCC1
7	1.1	-19	1	61*	-1	5	-12	-3	-2	-2.8	Cn1c(NC(=O)/C=C/c2ccccc2)cc(=O)n(C)c1=O
8	0.6	4	·	-2	3	0	6	-9	0	-0.1	Cc1cccc(NC(=S)NC(=O)C(c2ccccc2)c2ccccc2)n1

Additional entries follow:
no.	CDK5 p35 inh	dFosB act	MITF act	Wnt bcat act	V-ATPase pH	RTF Ca sens act	Rtt109 HAT inh	CAL PDZ FP-1	Tat transport	CAL PDZ FP-2	Molecule
13	-4.3	-35	2	·	-2	8	9	9	17	-1.2	O=C(Cc1sc(-c2ccccc2Cl)nc1-c1ccccc1)Nc1ccccc1
14	-0.1	-2	-2	·	1	-2	5	-1	2	-0.7	Cc1c(NC(=O)c2cc(-c3ccco3)on2)c(=O)n(-c2ccccc2)n1C
15	-0.1	-7	1	-1	2	-6	0	-1	9	0.1	O=C(c1cc(=O)[nH]c2ccccc12)N(Cc1nnc(-c2ccccc2Cl)o1)C1CC1
16	-0.3	-9	-6	-4	-3	-5	12	-3	3	0.4	Cn1c(N2CCOCC2)c(C=O)c2ccccc21
17	-0.4	-7	-13	0	-4	0	0	0	-5	-2.6	COC(=O)c1cc(CNC(=O)c2ccccc2OCc2c(C)noc2C)ccc1OC
18	-0.4	-3	7	·	-1	1	·	0	-8	-0.4	C/C(Cn1cnc([N+](=O)[O-])n1)=N/NC(=O)COc1c(Cl)cc(Cl)cc1Cl
19	0.5	-13	-5	-5	2	2	5	-3	8	-2.9	CCCCOc1ccc(C(=O)NCC2(c3ccccc3)CCOCC2)cc1
20	1.1	-8	6	13	-3	3	6	12	0	0.5	O=C(COC(=O)CSc1ccc([N+](=O)[O-])cc1)NCCc1ccccc1
21	0.0	-2	-14	3	3	-2	17	-3	-6	-0.9	N#Cc1nnn2c1nc(N)c1c(F)cccc12
22	0.3	6	23	·	0	-5	-31	-1	7	0.2	O=C(Nc1nc2c(s1)CCc1ccccc1-2)c1cccs1
23	1.3	-7	-5	0	-1	-5	-4	60*	-10	-0.1	CCOc1ccc2cc(S(=O)(=O)N3CCCCC3)ccc2c1
24	-0.2	0	-6	·	0	3	-15	-2	-1	0.0	CC(=O)CCc1oc2ccc(NC(C)=O)cc2c1-c1ccc(C)o1

Other compounds:
no.	CDK5 p35 inh	dFosB act	MITF act	Wnt bcat act	V-ATPase pH	RTF Ca sens act	Rtt109 HAT inh	CAL PDZ FP-1	Tat transport	CAL PDZ FP-2	Molecule
25	1.1	-2	-5	-1	-3	5	14	·	-3	0.0	CCOC(=O)N1CCN(C(=O)C2CCCN(S(=O)(=O)c3ccc(C)cc3)C2)CC1 (stereo unspecified)
26	0.3	-1	-4	-3	-2	-2	1	-4	-14	-0.6	COc1cc([C@@H]2OC[C@@H]3[C@H]2CO[C@@H]3c2ccc3c(c2)OCO3)ccc1O
27	1.4	-1	-9	0	-1	1	·	-2	7	-2.5	CCCNC(=O)NC1CCCc2ccccc21 (stereo unspecified)
28	-2.3	-1	-9	·	-2	-5	0	-1	11	-1.8	CCc1ccc(NC(=O)CSC2=C(C#N)C(c3ccc4c(c3)OCO4)CC(=O)N2)cc1 (stereo unspecified)
29	-1.3	-11	-6	·	-2	-3	6	0	1	-1.3	CCOC(=O)c1c(C)[nH]c(C(=O)CN2C(=O)NC(CC)(c3ccccc3)C2=O)c1C (stereo unspecified)
30	-1.9	6	-5	0	-1	4	-4	-2	2	-2.0	CCC(C(=O)NC1CCCCC1)N(C(=O)c1snc(C(N)=O)c1N)c1ccc(OC)cc1OC (stereo unspecified)
31	-0.7	-4	-14	-5	2	8	6	·	-3	0.1	Cc1ccc2c(c1)CCCN2CC(=O)Nc1cc(S(=O)(=O)N2CCCC2)ccc1Cl
32	1.3	-9	-9	1	1	1	11	·	-10	0.1	Cc1ccc(C(=O)OCc2nnc(-c3ccccc3)o2)cc1S(=O)(=O)N1CCOCC1
33	2.5	-4	5	·	2	3	9	4	4	-0.9	O=C(CN1CCN(CC(=O)Nc2ccccc2Cl)CC1)Nc1ccc2c(c1)OCCO2
34	-3.2	-11	36	0	-1	9	3	-5	1	-0.8	Cc1ccc(-n2nc3cc(C)c(NC(=O)c4cccnc4)cc3n2)cc1
35	1.3	-1	-1	-4	1	1	-9	·	4	-0.9	COc1ccc(CN(CCN(C)C)Cc2ccccc2)c(OC)c1
36	0.1	-4	-6	2	4	4	-2	-2	-6	-1.9	O=C(CSS(=O)(=O)O)N1CCN(C(=O)c2ccoc2)CC1

(list continues)
no.	CDK5 p35 inh	dFosB act	MITF act	Wnt bcat act	V-ATPase pH	RTF Ca sens act	Rtt109 HAT inh	CAL PDZ FP-1	Tat transport	CAL PDZ FP-2	Molecule
37	-2.0	5	18	-2	-1	2	2	-5	-7	-2.4	O=C(Cc1ccc(F)cc1)Nc1nnc(SCC(=O)NC2CCCC2)s1
38	-1.8	-4	-5	·	1	-15	2	·	4	0.2	O=[N+]([O-])c1ccc(-c2csc(Nc3ccccc3)[n+]2Cc2ccccc2)cc1
39	1.2	-1	1	-2	5	1	15	0	1	-0.3	CCOC(=O)c1cc(S(=O)(=O)N2CCN(C(=O)OCC)CC2)cn1C
40	-2.4	-3	-9	-2	3	-1	4	-7	9	-4.0	Cc1cc(OCC(=O)NNC(=O)CCc2ccccc2)ccc1Br
41	-0.3	-6	4	2	3	1	23	2	-1	-0.9	Cc1cccc(C(=O)N[C@H](C(=O)Nc2cccc(S(=O)(=O)N3CCCC3)c2)C(C)C)c1
42	-1.4	-12	4	?	7	0	10	-3	-5	-1.4	COc1ccc(C(=O)COC(=O)Cc2n[nH]c(=O)c3ccccc23)c(OC)c1
43	0.1	-6	8	2	1	1	1	-5	-1	·	Cc1ccc(C23CC4CC(CC(C(=O)NCC(=O)O)(C4)C2)C3)cc1
44	0.0	1	8	-2	7	-2	-14	-30	-7	0.1	Cc1cc(C)c(C#N)c(N2CCCC2)n1
45	0.4	2	18	22	0	17	-1	-6	-8	-3.5	CCOC(=O)CN1C(=O)S/C(=C/C=C/c2ccc(N(C)C)cc2)C1=O
46	3.0	6	-11	-17	2	13	0	-3	10	0.4	FC(F)(F)c1cc(CCN2CCNC[C@H]2Cc2cccc3ccccc23)cc(C(F)(F)F)c1
47	-0.5	-2	-9	·	-4	-7	-1	·	9	-0.6	COc1ccccc1CN1C(=O)CN(C2CCCCCC2)C(=O)C1c1ccc(F)cc1 (stereo unspecified)
48	-7.6	5	-11	·	-1	0	3	0	21	·	CSc1nsc(SC)c1NC(=O)Nc1ccccn1
49	0.3	-7	1	-1	2	10	-5	·	2	-1.0	COc1ccc(NC(=O)CC2C(=O)N(c3ccccc3)C(=O)N2CCc2cccs2)cc1 (stereo unspecified)

No enrichment for hits; 4.1% or so of the library scored in one or more.
